# KCNK9 inh = human KCNK9 channel inhibition. B-score at 10 µM. 310,000 tested, 1.2% active. HEK293 KCNK9, FluxOR thallium flux fluorescence; active compounds read low;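 active = ratio B-score over 3 SD below the library mean, with starting fluorescence within 5 SD of its mean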;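 also: negative B-score means less thallium flux so channel inhibition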
# Target sequence (Q9NPC2 whole entry, looked up): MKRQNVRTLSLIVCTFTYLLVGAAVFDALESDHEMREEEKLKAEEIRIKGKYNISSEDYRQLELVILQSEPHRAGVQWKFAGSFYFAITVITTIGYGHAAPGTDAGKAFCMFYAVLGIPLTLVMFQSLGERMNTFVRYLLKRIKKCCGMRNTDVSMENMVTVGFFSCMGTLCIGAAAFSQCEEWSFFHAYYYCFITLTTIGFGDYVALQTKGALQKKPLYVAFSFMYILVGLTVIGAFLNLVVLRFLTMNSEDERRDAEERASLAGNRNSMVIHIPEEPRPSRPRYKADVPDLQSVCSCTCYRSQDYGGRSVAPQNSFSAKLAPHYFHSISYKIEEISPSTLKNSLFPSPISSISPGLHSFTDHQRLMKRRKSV
# KCNQ1 block = human KCNQ1 channel inhibition; P51787; CHO-K1 KCNQ1, FluxOR thallium flux fluorescence; active compounds read high; B-score at 10 µM; 310,000 tested, 1.3% active;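 active = compounds whose thallium flux B-score, printed positive for inhibition, exceeds three library SD while starting fluorescence stays within three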;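 also: channel opened by potassium depolarization with thallium stimulus after 20 min compound exposure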
# Target sequence (P51787 whole entry, looked up): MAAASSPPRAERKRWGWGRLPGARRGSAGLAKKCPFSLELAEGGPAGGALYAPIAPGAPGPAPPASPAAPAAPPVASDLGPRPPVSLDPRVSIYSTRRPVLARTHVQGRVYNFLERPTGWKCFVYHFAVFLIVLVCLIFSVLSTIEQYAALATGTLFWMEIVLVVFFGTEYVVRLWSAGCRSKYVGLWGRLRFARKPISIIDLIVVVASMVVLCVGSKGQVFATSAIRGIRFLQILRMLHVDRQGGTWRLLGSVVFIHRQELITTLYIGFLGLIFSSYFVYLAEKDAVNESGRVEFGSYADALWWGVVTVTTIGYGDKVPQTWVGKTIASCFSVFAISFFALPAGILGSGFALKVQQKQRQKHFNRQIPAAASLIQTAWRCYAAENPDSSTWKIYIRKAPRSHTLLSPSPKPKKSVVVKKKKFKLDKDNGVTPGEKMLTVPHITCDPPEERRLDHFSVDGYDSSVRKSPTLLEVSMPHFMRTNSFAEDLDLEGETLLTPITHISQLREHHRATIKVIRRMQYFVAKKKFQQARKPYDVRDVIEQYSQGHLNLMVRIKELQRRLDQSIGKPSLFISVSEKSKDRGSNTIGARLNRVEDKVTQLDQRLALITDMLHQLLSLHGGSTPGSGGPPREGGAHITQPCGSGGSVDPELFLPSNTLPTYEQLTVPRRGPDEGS
# PolyA inhibitor = blocks polyadenylation in yeast reporter cells. S. cerevisiae SKY197-pL101 polyadenylation reporter, beta-gal luminescence; efflux-impaired pdr1/pdr3 knockout yeast; score 100 = 6 SD above DMSO. AID 1875. calls only at 12 µM. 300,000 tested, 0.02% active;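 active = lowest replicate activity score at least 50, where 100 means six control SD above control mean; inconclusive = lowest score under 50 but half or more replicates reach 50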;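 also: yeast exposed to compound for 9 h at 30 °C; higher score means more reporter readthrough which indicates perturbed polyadenylation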
# GSK3B inh = blocks human GSK3beta kinase activity | GST-GSK3beta kinase, ADP-Glo luminescence, 60 min; active compounds read low | 300,000 tested, 0.038% active | activity score (negative = inhibition), % at 10 µM | P49841;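 active = more than half of replicate wells score below -50%, meaning over 50% inhibition versus plate controls; inconclusive = some replicates but at most half score below -50%; inactive = no replicate scores below -50%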;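 also: 0% = median DMSO wells and -100% = median GW8510 positive control wells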
#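 test system = GST-tagged human GSK3beta kinase, cell-free | reagent = 25 µM ATP with peptide substrate | dosing = one dose of 10 µM per compound | schedule = 60 min reaction, RT | detection = luminescent ADP-Glo measurement of ADP formed | control set = DMSO neutral wells and GW8510 at 20 µM as positive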
# Dyrk1A ADPGlo = inhibitors of rat Dyrk1A kinase | Q63470 | ADP-Glo luminescence, NFATc1 peptide | inhibition, % at 12.5 µM | 310,000 tested, 0.43% active | AID 504441; in the data active = inhibition above about 50%;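 also: plate controls were vehicle with enzyme for no effect and no enzyme for full effect; many of its hits are not listed in these tables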
# KCNK3 block = human KCNK3 channel inhibition, primary screen; O14649; CHO-KCNK3 thallium flux, FluxOR fluorescence; active compounds read low; B-score at 10 µM; 340,000 tested, 0.84% active;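 active = B-score under library mean minus 4 SD, starting fluorescence ratio at most library mean plus 5 SD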;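 also: more negative B-score means stronger inhibition of thallium flux through KCNK3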
# GSK3 alpha inh = human GSK-3 alpha kinase inhibition; P49840; inhibition, % at 10 µM; ADP-Glo luminescence, 60 min; 320,000 tested, 0.1% active;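 in the data active = inhibition above about 50%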;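 also: GST-tagged GSK-3 alpha with peptide substrate and 25 µM ATP; 0% = DMSO neutral wells and 100% = GW8510 positive control wells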
# hERG rescue = hERG (human) protection from proarrhythmic block; CHO-hERG, FluxOR thallium flux, dofetilide IC70 present; activation (rescue from dofetilide block), less the hit threshold, % at 10 µM; 310,000 tested, 0.51% active; AID 1511;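 active = activation above the mean of controls blocked by dofetilide plus 5 SD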;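 also: thallium influx through hERG after potassium depolarization seen as dye fluorescence rise; in these data hits start at about 4.7%; inactives centre near -7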
# RGS4 pot = potentiators or activators of RGS4; HEK293 M3R/inducible RGS4, carbachol calcium flux Fluo4; active compounds read low; B-score at 10 µM; 310,000 tested, 0.92% active;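 active = B-score of the integrated calcium signal more than 4 SD below the library mean, with starting fluorescence not abnormally high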;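 also: negative B-score means reduced calcium response which marks RGS4 activation or potentiation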
#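 System – HEK293 FlpIn-TREx cells, stable M3R, doxycycline-inducible RGS4 · Reagent – ECmax carbachol challenge · Times – compound preincubation 20 min at room temperature before agonist · Technique – Fluo4 fluorescence kinetic imaging of calcium · Measure – B score of integrated Fluo4 ratio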
# HDAC3 inhib = human HDAC3 inhibition | O15379 | recombinant HDAC3, fluorogenic peptide/trypsin coupled, fluorescence | 320,000 tested, 0.15% active | inhibition, % at 8.3 µM; in the data active = inhibition above about 26%, passing the limit was not always enough; inconclusive = no clear call, values can overlap the other calls
# KCNQ1 act = potentiates or activates the human KCNQ1 potassium channel; B-score at 10 µM; 310,000 tested, 0.35% active; CHO-K1 KCNQ1, thallium flux FluxOR fluorescence; active compounds read high; P51787;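 active = fluorescence ratio B-score, a plate-corrected score, at least three library SD, with initial intensity B-score within 5 SD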
#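 Medium – assay buffer, equal DMSO in all wells · Material – CHO-K1 cell line with stable KCNQ1 potassium channel expression · Signal – kinetic FluxOR thallium fluorescence, 10-s 1-Hz baseline, 110-s post-stimulus read · Compound – single concentration per compound, DMSO matched to controls · Schedule – 37 °C overnight plating, 90-min dark dye load, 20-min compound pretreatment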
# Numbers without * were called inactive; i = inactive; ? = inconclusive; nt = no result given. Not all compounds are listed; rates above refer to the full screens.
SMILES,KCNK9 inh,KCNQ1 block,PolyA inhibitor,GSK3B inh,Dyrk1A ADPGlo,KCNK3 block,GSK3 alpha inh,hERG rescue,RGS4 pot,HDAC3 inhib,KCNQ1 act
CCOC(=O)c1ccc(NC(=S)Nc2cc(C)cc(C)n2)cc1,i,i,i,-4.9,0.8,i,-1.1,-14.3,i,2.4,i
Cc1cc(C(=O)Nc2ccc(OCc3ccccc3)cc2)c(C)o1,i,i,i,-0.1,-6.8,i,-0.2,-11.5,i,-0.9,i
O=C(COC(=O)CCC(=O)c1ccccc1)NNC(=O)c1ccc(Cl)cc1,i,i,i,0.7,-12.6,i,-0.5,-15.3,i,1.8,i
Clc1ccc(C2Nc3ccccc3-n3cccc32)cc1 (stereo unspecified),i,i,i,1.5,12.9,-12.7*,-1.0,-12.3,i,2.2,i
O=C(O)CN1C(=O)/C(=C/c2ccccc2Cl)Oc2ccccc21,i,i,i,3.5,3.3,i,-0.5,-8.4,i,-32.2,i
CN(C(=O)Cn1cnc([N+](=O)[O-])n1)C1CCCCC1,i,i,i,0.0,-7.1,i,-1.6,-6.4,i,0.8,i
COc1ccc(NC(=S)NCCCN2CCCC2)cc1,i,i,i,1.3,4.4,i,-1.4,-13.3,i,2.6,i
COc1ccc(/C=C/C(=O)OCCCN(C)C)cc1,i,i,i,0.4,-8.0,i,-3.4,-12.4,i,9.9,i
O=C(Nc1nccs1)c1cccc(NC(=O)C(F)(F)F)c1,i,i,i,-0.6,18.9,i,-1.7,-12.3,i,-4.0,i
O=C(Oc1cccc2c(OC(=O)N3CCOCC3)cccc12)N1CCOCC1,i,i,i,-4.5,-5.9,i,5.9,-16.4,i,0.3,i
O=C(NCC1CCCCC1)c1cccc([N+](=O)[O-])c1,i,i,i,2.3,8.8,i,0.3,-6.6,i,-2.0,i
COc1cc2c(=O)n(Cc3ccccc3)c(=O)n(CC(=O)C(C)(C)C)c2cc1OC,i,i,i,-0.1,nt,nt,-0.5,-4.5,i,nt,i
CC(=O)Nc1cccc(NC(=O)c2cc(-c3cccnc3)nc3ccc(Cl)cc23)c1,i,i,i,0.1,nt,i,-1.7,3.9,-8.63*,-7.2,i
Cc1cccc(NC(=O)CN2CCN(CC(=O)Nc3ccc(-c4ccccc4)cc3)CC2)c1C,i,i,i,-4.2,2.8,i,-0.8,-5.7,i,0.5,i
COc1ccc(NC(=O)c2ccc(-c3ccccc3)cc2)cc1NS(=O)(=O)c1ccc(F)cc1,i,i,i,5.3,-2.6,i,-3.5,-9.5,i,10.2,i
COc1ccc(S(=O)(=O)Nc2cc3[nH]c(=O)oc3cc2C)cc1,i,i,i,0.2,4.9,i,1.0,-2.2,i,-1.0,i
CC(SC1=NCCN1S(C)(=O)=O)c1ccccc1 (stereo unspecified),i,i,i,2.0,-3.1,i,-2.3,-6.3,i,-0.2,i
Cc1ccc(N(CC(=O)N2CCCCC2)S(=O)(=O)c2ccc(C)cc2)cc1,i,i,i,1.1,3.8,i,-0.1,-8.9,i,4.9,i
CC(C)(C)OC(=O)N1CCC[C@H]1c1nnc(SCc2ccc(Cl)cc2)o1,i,i,i,2.8,7.2,i,1.7,-11.0,i,3.2,i
COc1cc(/C=N/NC(=S)Nc2cccnc2)cc(OC)c1OC,i,i,i,3.3,-0.9,i,0.7,-4.0,i,-8.7,i
CCCn1c(=N)c(C#N)cc2c(=O)n3ccccc3nc21,i,i,i,2.3,3.5,i,-1.5,-3.5,i,-57.8,i
O=C(NC1CCS(=O)(=O)C1)c1cc(-c2ccccc2)nc2ccccc12 (stereo unspecified),i,i,i,1.6,1.1,i,1.5,-9.5,i,-0.8,i
CC(C)(C)c1ccc(OCCON2C(=O)CCC2=O)c(Cl)c1,i,i,i,-0.7,0.1,i,-0.5,-11.0,i,3.4,i
c1ccc2c(NC3=NCCCCS3)cccc2c1,i,i,i,0.3,nt,i,-0.3,-9.4,i,2.8,i

# Laid out differently: results already given.
Cc1ccc(N(CC(=O)N2CCCCC2)S(=O)(=O)c2ccc(C)cc2)cc1
  KCNK9 inh = i; KCNQ1 block = i; PolyA inhibitor = i; GSK3B inh = 1.1; Dyrk1A ADPGlo = 3.8; KCNK3 block = i; GSK3 alpha inh = -0.1; hERG rescue = -8.9; RGS4 pot = i; HDAC3 inhib = 4.9; KCNQ1 act = i

CC(SC1=NCCN1S(C)(=O)=O)c1ccccc1 (stereo unspecified)
  KCNK9 inh = i; KCNQ1 block = i; PolyA inhibitor = i; GSK3B inh = 2.0; Dyrk1A ADPGlo = -3.1; KCNK3 block = i; GSK3 alpha inh = -2.3; hERG rescue = -6.3; RGS4 pot = i; HDAC3 inhib = -0.2; KCNQ1 act = i

Cc1cccc(NC(=O)CN2CCN(CC(=O)Nc3ccc(-c4ccccc4)cc3)CC2)c1C
  KCNK9 inh = i; KCNQ1 block = i; PolyA inhibitor = i; GSK3B inh = -4.2; Dyrk1A ADPGlo = 2.8; KCNK3 block = i; GSK3 alpha inh = -0.8; hERG rescue = -5.7; RGS4 pot = i; HDAC3 inhib = 0.5; KCNQ1 act = i

COc1cc(/C=N/NC(=S)Nc2cccnc2)cc(OC)c1OC
  KCNK9 inh = i; KCNQ1 block = i; PolyA inhibitor = i; GSK3B inh = 3.3; Dyrk1A ADPGlo = -0.9; KCNK3 block = i; GSK3 alpha inh = 0.7; hERG rescue = -4.0; RGS4 pot = i; HDAC3 inhib = -8.7; KCNQ1 act = i

# The results go on:
SMILES,KCNK9 inh,KCNQ1 block,PolyA inhibitor,GSK3B inh,Dyrk1A ADPGlo,KCNK3 block,GSK3 alpha inh,hERG rescue,RGS4 pot,HDAC3 inhib,KCNQ1 act
Cc1cccc(NC(=O)c2cc(NC(=O)CCCC(=O)O)ccc2Cl)n1,i,i,i,1.4,0.7,i,-2.7,-7.1,i,-5.7,i
O=C(COC(=O)C1=COCCO1)Nc1c(F)cccc1F,i,i,i,8.8,-9.4,i,-2.4,-9.2,i,4.7,i
C=CCn1c(=O)c(C(=O)NCc2ccc3c(c2)OCO3)c(O)c2ccccc21,i,i,i,-1.8,-7.5,i,-2.0,-11.1,i,8.2,i
O=C(c1ccccc1)N1CCN(c2ccc([N+](=O)[O-])cc2-n2cccc2)CC1,i,i,i,0.4,-0.7,i,-0.4,-4.7,i,4.0,i
COc1ccc(NS(=O)(=O)c2cccc3ccccc23)cc1,i,i,i,-0.3,-4.1,i,-0.4,-1.4,i,-2.5,i
CC1CCCN(C(=O)C2CCN(S(=O)(=O)c3cccc4nsnc34)CC2)C1 (stereo unspecified),i,i,i,3.5,-4.7,i,-1.1,-7.6,i,0.0,i
Cc1ccccc1NC(=O)N1CCNC(=O)C1CC(=O)Nc1cc(Cl)ccc1Cl (stereo unspecified),i,i,i,-3.5,1.7,i,-0.9,-1.2,i,0.7,i
Cc1ccc(S(=O)(=O)/N=c2\ccc(Cl)cn2C(F)F)cc1,i,i,i,0.3,nt,i,-1.1,-7.7,i,6.5,i
CCOC(=O)c1ccc(NC(=O)c2c(N)n(Cc3ccccc3)c(=O)[nH]c2=O)cc1,i,i,i,-0.9,5.7,i,-0.9,-3.9,i,0.8,i
Cc1c(S(=O)(=O)N2CCN(C(=O)c3ccco3)CC2)c(=O)n(C)c(=O)n1C,i,i,i,1.5,-8.0,i,-1.9,-9.1,i,nt,i
O=C(Nc1ccccc1Cl)c1csc(-c2cccnc2)n1,i,i,i,-1.5,74.9*,i,3.6,-0.7,i,-1.3,i
Cc1sc2ncnc(NCC3COc4ccccc4O3)c2c1C (stereo unspecified),i,i,i,-14.6,14.2,i,16.1,-21.1,i,-3.9,i
Cc1ccc2[nH]cc(CCNC(=O)c3cccs3)c2c1,i,i,i,-0.4,-1.3,i,1.8,-11.7,i,-0.4,i
COc1ccccc1NS(=O)(=O)c1ccc2nc(CCl)[nH]c2c1,i,i,i,-0.8,-3.6,i,3.2,-6.0,i,-1.5,i
COc1ccccc1N1CCN(C(=O)CN2C(=O)c3cccc4cccc(c34)C2=O)CC1,i,i,i,2.7,1.4,i,-1.7,-10.3,i,0.7,i
CCC(CC)C(=O)Oc1c(Sc2ccccc2[N+](=O)[O-])c(C)nn1C(C)(C)C,-11.7*,i,i,-5.6,-1.1,i,-1.1,-11.8,i,12.7,i
COc1ccc(CCNC(=O)C2CCN(S(=O)(=O)N3CCCCC3)CC2)cc1OC,i,i,i,4.3,-0.9,i,-3.7,-9.9,i,0.6,i
CCCn1nc(Oc2nc(SC)nc(N(C)C)n2)ccc1=O,i,i,i,0.5,1.5,i,0.4,-2.0,i,?,i
O=C(N/N=C/C=C/c1ccccc1)c1cccs1,i,i,i,-1.0,4.4,i,-2.5,-9.2,i,15.1,i
CCOc1ccc(/C=C/C(=O)CCC(=O)O)cc1,i,i,i,1.5,-0.9,i,-1.3,-8.3,i,7.8,i
O=c1c2ccccc2nc(N2CCN(c3ccccc3)CC2)n1Cc1ccccc1,-13.3*,i,i,-0.1,1.3,i,-0.7,-8.7,i,-0.1,i
CCOCCn1c(SCc2ccccc2)nc2c1c(=O)[nH]c(=O)n2C,i,i,i,3.9,8.7,i,1.4,-7.3,i,nt,i
COc1cc(OC)c(NS(=O)(=O)c2cc(C(=O)OCC(=O)NCC3CCCO3)ccc2OC)cc1Cl (stereo unspecified),i,i,i,0.1,2.1,i,2.0,-5.3,i,1.8,i
CC(C)CCn1cnc2c(c1=O)c1nc3ccccc3nc1n2Cc1ccc2c(c1)OCO2,i,i,i,3.7,-7.9,i,nt,-5.8,i,nt,i
Cc1ccc(/C=N/NC(=O)C2(C)CC2(Br)Br)cc1 (stereo unspecified),i,i,i,1.4,2.3,i,-1.8,-6.4,i,4.9,i
